# Screens (PubChem BioAssay)
# Ecoli viability = counter-screen for AddAB inhibitors: E. coli growth inhibition; E. coli V3065 growth, OD600 absorbance, 18 h; inhibition, % at 11.9 µM; 0.27% of 330,000 active; AID 449728;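 active = inhibition above the campaign's mean inhibition across all tested compounds plus 3 SD, cut at about 9.9% in these data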;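 also: uninfected addAB+ strain grown without phage in ampicillin broth; 0% = DMSO wells and 100% = ciprofloxacin 0.95 µg/ml wells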
# CDK5 p35 inh = inhibitors of human CDK5/p35 kinase | Q00535+Q15078 | Recombinant CDK5/p35, ADP-Glo luminescence, 60 min | inhibition, % at 10 µM | 0.01% of 330,000 active | AID 488839;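 active = highest replicate inhibition of at least 50% and at least 75% of replicates reaching 50%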;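 also: plate controls were DMSO neutral control for no effect and GW8510 at 10 µM for full effect; many of its hits are not listed in these tables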
# HTR5A ag ctr = HTR5A agonism, opioid heterodimer counter-screen; P47898; HTR5A agonist assay, luminescence, cell-based; activation, % at 9.3 µM; 0.61% of 340,000 active; AID 504692; in the data active = activation mostly above about 9.5%, no sharp cut-off; inactive = mostly below about 7.6%;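 also: 0% = cells with vehicle only and 100% = reference agonist; strong numbers were not always called active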
# Target sequence (P47898 whole entry, looked up): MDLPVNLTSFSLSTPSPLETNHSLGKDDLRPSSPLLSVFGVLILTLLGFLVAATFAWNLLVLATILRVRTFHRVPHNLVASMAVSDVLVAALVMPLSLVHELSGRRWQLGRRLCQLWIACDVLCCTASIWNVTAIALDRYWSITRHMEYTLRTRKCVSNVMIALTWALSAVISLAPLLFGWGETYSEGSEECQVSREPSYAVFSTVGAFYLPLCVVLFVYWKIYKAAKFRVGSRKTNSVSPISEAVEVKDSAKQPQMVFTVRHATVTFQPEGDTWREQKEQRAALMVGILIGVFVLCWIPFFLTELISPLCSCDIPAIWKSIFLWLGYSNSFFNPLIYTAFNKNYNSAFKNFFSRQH
# HTR5A inv ctr = inverse agonist of human HTR5A in OPRM1-OPRD1 counter-screen; P47898; HTR5A cell line, luminescence, inverse agonism; inhibition, % at 9.3 µM; 0.083% of 340,000 active; AID 504634; in the data active = inhibition mostly above about 23%, no sharp cut-off; inactive = mostly below about 18%;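 also: 0% = cells with DMSO and 100% = no-cell wells with DMSO; some compounds called inactive have numbers as strong as hits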
# PKA-R1A activ = activates the PKA-R1A holoenzyme complex; PKA-R1A dissociation, Cy5-IP20 fluorescence polarization; scaled: DMSO 0%, 113 µM cGMP 100%; activation, % at 11.4 µM; 0.083% of 340,000 active; AID 504707;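 active = percent activation above the mean of all tested compounds plus 3 SD, cut at about 19% in these data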;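 also: higher means more PKAc released from R1A so a rise in polarization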
# DAGLB inhibitor = blocks human DAGLB lipase activity; HEK293T DAGLB membrane lysate, EnzChek fluorogenic substrate; 0.059% of 340,000 active; inhibition, % at 5.17 µM; Q8NCG7; in the data active = inhibition above about 34%;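 also: 0% = enzyme with vehicle and 100% = wells lacking enzyme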
# SUMO Mot1 rescue = inhibitors of SUMOylation pathway: yeast Mot1-301 growth rescue; S. cerevisiae Mot1-301 growth rescue, ATP luminescence, 38.5C; percent above DMSO median, 100 means doubled; growth rescue, % at 18.8 µM; 1% of 320,000 active; AID 2716;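 active = every valid replicate shows activation above 250% relative to neutral control wells; inactive = the rest, any valid replicate at or below 250%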;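 also: OY570 slx delta 5 strain wells were the positive control but not used for scaling; some compounds called inactive have numbers as strong as hits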
# phage Ecoli inh = E. coli growth loss with phage present. 0.26% of 360,000 active. inhibition, % at 11.9 µM. growth absorbance; in the data active = inhibition above about 11%
# PKA-R2B act = activates the human PKA-R2B holoenzyme complex; PKA-R2B holoenzyme dissociation, Cy5-IP20 fluorescence polarization; R2B truncated from residue 108, S112A mutant; 0% DMSO only, 100% 113 µM cGMP; P22694+P31323; AID 504700; activation, % at 11.4 µM; 0.079% of 340,000 active;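 active = activation above a cutoff set at the mean over all compounds plus 3 SD, cut at about 18% in these data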;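 also: higher means more holoenzyme dissociation and a rise in polarization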
# Target sequence (P31323 whole entry, looked up, other chains not shown, the tested form may be a part): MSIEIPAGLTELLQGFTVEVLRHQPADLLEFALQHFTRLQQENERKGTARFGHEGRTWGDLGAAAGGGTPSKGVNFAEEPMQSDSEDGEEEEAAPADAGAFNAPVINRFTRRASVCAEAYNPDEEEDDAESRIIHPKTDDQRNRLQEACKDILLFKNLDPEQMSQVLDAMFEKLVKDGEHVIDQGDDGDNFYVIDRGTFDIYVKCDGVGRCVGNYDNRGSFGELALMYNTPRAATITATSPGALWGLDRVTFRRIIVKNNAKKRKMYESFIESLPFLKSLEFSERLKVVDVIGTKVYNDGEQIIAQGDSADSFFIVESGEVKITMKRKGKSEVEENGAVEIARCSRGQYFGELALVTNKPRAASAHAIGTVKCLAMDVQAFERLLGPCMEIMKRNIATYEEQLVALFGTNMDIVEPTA
# Tat transport = inhibitors of E. coli Tat protein transport; E. coli MC4100 TorA-mCherry Tat export, fluorescence; inhibition, % at 10 µM; 0.036% of 340,000 active;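 active = mean replicate inhibition at least 50% and at least half of replicates individually reaching 50%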;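 also: exported cargo escapes ClpAP degradation while cytoplasmic cargo is degraded and loses fluorescence; 0% = median of neutral control wells and 100% = median of NaSCN control wells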
# AddAB inh = less growth of phage-infected E. coli with AddAB | E. coli expressing H. pylori AddAB, absorbance growth | inhibition, % at 11.9 µM | 0.29% of 330,000 active; in the data active = inhibition above about 12%;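 also: 0% = vehicle wells of infected cells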
# An asterisk follows results filed as active; · = no result given.
SMILES,Ecoli viability,CDK5 p35 inh,HTR5A ag ctr,HTR5A inv ctr,PKA-R1A activ,DAGLB inhibitor,SUMO Mot1 rescue,phage Ecoli inh,PKA-R2B act,Tat transport,AddAB inh
Cc1cc(C)cc(N(C(C)C(=O)Nc2c(C)n(C)n(-c3ccccc3)c2=O)S(C)(=O)=O)c1 (stereo not drawn),-0.4,0.2,3,10,5,-1,-5,0.3,-6,-5,3.8
O=C(Cc1nc(-c2ccc([N+](=O)[O-])cc2)cs1)Nc1ccccc1,1.8,0.0,-1,0,-1,-6,-12,0.1,3,15,0.8
CCC(=O)Nc1nnc(SCc2ccccc2F)s1,0.3,-0.8,5,-13,-5,-3,-32,3.3,-5,1,2.1
Cc1cc(C(=O)N2CCN(S(=O)(=O)c3ccccc3F)CC2)c(C)o1,-1.7,1.0,4,10,2,-3,-2,1.1,-4,-1,0.0
O=C(NCC(F)(F)F)N1CCOCC1,1.5,-0.3,0,-4,3,0,-34,2.7,5,2,2.8
CC1=CC(C)[C@H](/C=N/n2c(=O)[nH]c3c([nH]c4ccc(C)cc43)c2=O)C(C)C1 (stereo partly drawn),0.8,2.4,1,25,0,0,120,2.0,0,-4,2.2
CCOc1cc(C(=O)Nc2cc(F)ccc2C)ccc1OCC(=O)N1CCOCC1,-0.3,0.0,-2,6,4,-1,4,3.8,-1,2,-0.3
CCOC(=O)c1cc(-c2ccc(OC)cc2)nc2c1c(C)nn2CCC#N,0.8,-2.0,-3,8,1,-6,-7,0.9,-1,7,-0.8
COc1ccc(/C(O)=C2\C(=O)C(=O)N(c3cc(C)on3)C2c2ccccc2OC)cc1C (stereo not drawn),-0.3,-2.6,2,-37,-8,6,5,0.2,-21,2,0.6
COc1cc(OC)cc(C(=O)N[C@H](C(=O)OCC(=O)c2ccc(F)cc2)C(C)C)c1,-0.8,-1.5,2,-7,-7,-7,-10,2.0,3,2,-2.7

# Next section, overlapping the part above by 2 compounds.
SMILES,Ecoli viability,CDK5 p35 inh,HTR5A ag ctr,HTR5A inv ctr,PKA-R1A activ,DAGLB inhibitor,SUMO Mot1 rescue,phage Ecoli inh,PKA-R2B act,Tat transport,AddAB inh
COc1ccc(/C(O)=C2\C(=O)C(=O)N(c3cc(C)on3)C2c2ccccc2OC)cc1C (stereo not drawn),-0.3,-2.6,2,-37,-8,6,5,0.2,-21,2,0.6
COc1cc(OC)cc(C(=O)N[C@H](C(=O)OCC(=O)c2ccc(F)cc2)C(C)C)c1,-0.8,-1.5,2,-7,-7,-7,-10,2.0,3,2,-2.7
COc1cccc(C(=O)OC(C)CN2CCCC2)c1 (stereo not drawn),-1.4,-0.2,2,-16,-3,-5,50,1.0,-14,2,0.0
O=C(Cn1c(=O)c2cccn2c2cccnc21)NCCCN1CCN(c2ccc(F)cc2)CC1,-1.1,·,0,-2,3,1,1,1.4,-6,-1,1.0
CC(C)c1nnc(NC(=O)CCC(=O)NCC2CCCO2)s1 (stereo not drawn),-0.6,1.8,-1,6,-9,-1,-10,0.9,-9,-1,3.0
CC(=O)OCC(=O)C1(O)CCC2C3CCC4=CC(=O)CCC4(C)C3C(O)CC21C (stereo not drawn),·,-1.0,-3,11,-7,3,·,1.3,-1,2,·
COc1ccc(Cc2c(N)nc(N)nc2N)cc1,5.3,1.3,-2,20,-1,2,0,4.2,-7,1,4.3
O=C(NCCCN1CCOCC1)c1cc(-c2ccccc2F)no1,-0.5,-0.7,5,-20,-3,0,3,-2.8,9,-4,4.7
CCOC(=O)c1c(-c2ccc(OC)c(OC)c2)csc1NC(=O)C1CCCO1 (stereo not drawn),0.6,-1.8,1,-2,-7,-7,·,0.6,4,0,2.4
CCOC(=O)c1c(C)oc2ccc(NS(=O)(=O)c3ccc(C(=O)O)cc3)cc12,1.2,0.3,-2,5,-2,2,9,2.6,-6,5,0.5
O=C(COc1ccccc1F)Nc1ccccc1C(=O)NC1CC1,0.0,-5.9,8,16,-11,-5,7,1.1,11,2,-0.3
CC(Oc1ccccc1)C(=O)Nc1cccc([N+](=O)[O-])c1 (stereo not drawn),1.1,-1.7,-2,6,-4,-2,-15,6.4,6,-3,2.7
CN(c1ccc(C(=O)NCCc2ccccc2)cc1)S(C)(=O)=O,0.1,-0.6,-1,-46,3,-1,-5,1.5,12,-3,0.4
N#CCN1C(=O)NC2(CCCc3sccc32)C1=O (stereo not drawn),1.1,0.0,-1,-23,8,-4,11,1.2,-1,3,2.6
COc1ccc(NC(=O)c2cnn(-c3ccccc3)c2C)cc1OC,-1.0,0.4,-1,-6,0,3,-14,1.1,-3,-14,2.9
O=C(c1ccccc1)c1cnc(-c2ccc(Cl)cc2)s1,-2.5,0.4,3,25,-6,1,3,3.0,-9,24,0.8
COC(=O)N[C@H](CC(C)=O)c1cccc(C(F)(F)F)c1,0.2,0.2,3,-6,7,-1,-9,4.2,-3,2,0.6
COc1ccc(C)cc1S(=O)(=O)N1CCC2(CC1)OCCN2S(=O)(=O)c1cccs1,-2.9,-0.1,-6,-11,1,2,2,1.6,-6,-1,0.2
CC(c1nnc(SCn2nnc3ccccc3c2=O)n1-c1ccc(Cl)cc1)N(C)C (stereo not drawn),1.4,9.6,-1,1,-15,-1,-9,0.3,9,11,0.1
COc1ccc([C@@H]2CC=C(C(=O)O)[C@H](c3cccc(Cl)c3)N2S(=O)(=O)c2ccc(C)cc2)cc1OC,-0.1,-0.6,9,-9,0,4,-2,2.1,3,-3,0.6
O=C(Nc1ccon1)c1cccc(Cl)c1,-0.8,0.5,8,-25,-4,0,-6,1.6,-3,-3,0.6
Cc1sc(NC(=O)CSc2nnnn2C2CCCC2)c(C#N)c1C,-1.9,-2.4,7,-19,-6,-2,489,1.3,0,6,0.0

# Record cards (already shown):
# `N#CCN1C(=O)NC2(CCCc3sccc32)C1=O` (stereo not drawn) is listed as Ecoli viability: 1.1; CDK5 p35 inh: 0.0; HTR5A ag ctr: -1; HTR5A inv ctr: -23; PKA-R1A activ: 8; DAGLB inhibitor: -4; SUMO Mot1 rescue: 11; phage Ecoli inh: 1.2; PKA-R2B act: -1; Tat transport: 3; AddAB inh: 2.6
# `CC(c1nnc(SCn2nnc3ccccc3c2=O)n1-c1ccc(Cl)cc1)N(C)C` (stereo not drawn) is listed as Ecoli viability: 1.4; CDK5 p35 inh: 9.6; HTR5A ag ctr: -1; HTR5A inv ctr: 1; PKA-R1A activ: -15; DAGLB inhibitor: -1; SUMO Mot1 rescue: -9; phage Ecoli inh: 0.3; PKA-R2B act: 9; Tat transport: 11; AddAB inh: 0.1
# `O=C(Nc1ccon1)c1cccc(Cl)c1` is listed as Ecoli viability: -0.8; CDK5 p35 inh: 0.5; HTR5A ag ctr: 8; HTR5A inv ctr: -25; PKA-R1A activ: -4; DAGLB inhibitor: 0; SUMO Mot1 rescue: -6; phage Ecoli inh: 1.6; PKA-R2B act: -3; Tat transport: -3; AddAB inh: 0.6

# (listing goes on)
SMILES,Ecoli viability,CDK5 p35 inh,HTR5A ag ctr,HTR5A inv ctr,PKA-R1A activ,DAGLB inhibitor,SUMO Mot1 rescue,phage Ecoli inh,PKA-R2B act,Tat transport,AddAB inh
O=C(NC1CCCCC1)NC1CC2CCC(C1)N2Cc1nnnn1Cc1ccc2c(c1)OCO2 (stereo not drawn),0.7,2.5,9,-26,10,8,-13,2.1,-2,-8,0.3
COc1cccc(OCc2nnc(SCc3cc(=O)[nH]c4ccccc34)o2)c1,-1.5,-7.9,-3,8,-2,1,5,3.2,-2,0,-0.3
CC(C)(C)NC(=O)NC(=O)COC(=O)c1nc(-c2ccccc2)n(-c2cccc(C(F)(F)F)c2)n1,-1.4,0.8,5,11,0,0,-6,3.0,-3,13,-0.9
CSC1=C(C#N)C(CC(C)C)C(C(C)=O)=C(C)N1 (stereo not drawn),-0.5,0.2,3,12,7,0,4,-0.1,-7,1,3.9
Cn1c(N)c(C(=O)CSc2nc3ccccc3n2-c2ccccc2)c(=O)n(C)c1=O,0.3,2.1,2,9,-3,-2,-22,1.7,3,-4,3.7
Cc1cccc(N2CCN(C(=O)COc3ccc4c(c3)CCC4)CC2)c1C,-3.1,-3.1,6,-16,1,-14,-2,3.5,-2,23,2.7
Cc1nnc(-c2ccc(N3CCCCCC3)c([N+](=O)[O-])c2)o1,4.5,2.5,-3,-13,10,5,5,2.7,-7,4,5.2
COc1cccc(-n2c(=S)sc3c(=O)n(-c4ccccc4OC)c(SCC4OCCO4)nc32)c1,2.7,-0.1,2,-5,5,2,-4,2.5,-2,0,4.3
O=C(CC1C(=O)NCCN1C/C=C/c1ccccc1)NCCCC1CCCC1 (stereo not drawn),-1.1,-1.0,4,11,-19,2,-3,0.8,-7,-3,2.3
Cc1onc(NC(=O)NC(=O)c2c(Cl)cccc2Cl)c1Br,0.8,-0.5,1,4,-15,1,-20,1.3,-15,-3,2.7
CC1(c2ccc(Cl)cc2)NC(=O)N(CC(=O)Nc2ccc(N3CCCCC3)cc2)C1=O (stereo not drawn),-1.3,-1.1,3,-16,-4,5,-2,-1.8,3,2,-1.4
CCCn1c(SC(C)C(=O)O)nc2ccccc21 (stereo not drawn),1.2,-0.2,2,2,-18,-6,218,·,-1,-2,2.2
CCOc1ccc(N2C(=O)C3ON(c4ccccc4)C(c4ccco4)C3C2=O)cc1 (stereo not drawn),3.5,2.0,5,-13,-2,-2,0,3.2,8,0,3.6
CCC1CO/C(=C(\C(=C(Cl)Cl)N2CCOCC2)[N+](=O)[O-])N1 (stereo not drawn),0.1,-0.5,1,21,9,-1,35,-1.5,-8,0,0.3
COc1ccccc1NC(=O)COC(=O)C12CC3CC(CC(Cl)(C3)C1)C2,0.3,-0.8,8,14,-9,-7,5,3.8,-15,13,1.9
CCOc1ccccc1NC(=O)CN(c1ccc(OC)cc1OC)S(=O)(=O)c1ccccc1[N+](=O)[O-],-1.8,-0.3,0,5,-16,-3,1,6.3,-9,-7,-1.0
Cc1cc(C)n(C(=O)COc2ccc([N+](=O)[O-])cc2)n1,1.7,-1.4,1,-27,1,-3,-2,1.2,-2,-5,5.6
Cc1cccc(OC(C)C(=O)N2CCN(Cc3ccc4c(c3)OCO4)CC2)c1 (stereo not drawn),-1.3,3.8,4,-10,-11,-1,35,1.1,-9,-2,0.9
Cc1noc(C)c1CSCC(=O)N(C)CC(=O)Nc1ccc(F)c(F)c1F,-0.4,-0.3,-8,4,4,-1,-10,2.1,-1,7,1.2
CCOC(=O)/C(=C/c1ccccc1)NC(=O)c1ccco1,-1.0,1.2,9,-30,-10,-1,-9,5.3,0,4,3.3
COc1cc(C2NC(=O)NC(C)=C2C(=O)OCc2ccccc2)ccc1O (stereo not drawn),-1.8,-0.4,1,-26,2,3,-12,2.8,-3,6,0.0
CN(C)/C=N/c1ncc(C(=O)c2ccc(-c3ccccc3)cc2)s1,1.7,1.4,6,0,2,-2,12,1.4,2,9,2.7
